Pol eta inh – qHTS for Inhibitors of Polymerase Eta; Potency, µM (top dose mostly 114 µM), without a hit: top-dose activity change, negative = inhibition, actives largely listed as inhibitors; recombinant Pol eta, fluorescent DNA replication assay; 1.2% of 390,000 active; DNA polymerase eta (Homo sapiens), Q9Y253; further: potency means the concentration at half of the fitted maximal effect; on the % scale 0 is the no-effect control and ±100 the full control effect
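Pol eta at 10 nM preincubated with compounds 15 min at room temperature; reaction started with fluorescent substrate (50 nM final) and read kinetically at 0 and 10 min.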
JMJD2A Tudor inh – qHTS Assay for Inhibitors of JMJD2A-Tudor Domain; Lysine-specific demethylase 4A (Homo sapiens), O75164; AlphaScreen JMJD2A-Tudor / H3K4me3 peptide binding; Potency, µM (highest dose often 114 µM), inactives show at the top dose activity change, negative = inhibition, hits mostly inhibitors; 4.4% of 390,000 active; AID 504339, 2011; further: potency means the concentration at half of the fitted maximal effect; on the % scale 0 is the no-effect control and ±100 the full control effect; nearly all actives have a fitted effect of over 50% in size
G9a inh – qHTS Assay for Inhibitors of Histone Lysine Methyltransferase G9a. Histone-lysine N-methyltransferase EHMT2 (Homo sapiens), Q96KQ7. G9a H3K9 monomethylation, AlphaScreen, 2 h. Potency, µM (doses to about 102 µM), inactives show at the top dose activity, negative = inhibition, most hits filed as inhibitors. 8.8% of 350,000 active. AID 504332, 2011; further: potency means the concentration at half of the fitted maximal effect; on the % scale 0 is the no-effect control and ±100 the full control effect; nearly all actives have a fitted effect of over 75% in size
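G9a (20 nM) was preincubated 15 min with compound, then reacted 2 h at room temperature with 500 nM biotin-H3K9 peptide and 20 µM SAM. Monomethyl-H3K9 detected by AlphaScreen using anti-H3K9me1 antibody.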
BAZ2B inh – qHTS Assay for Inhibitors of BAZ2B; Bromodomain adjacent to zinc finger domain protein 2B (Homo sapiens), Q9UIF8; Potency, µM (titrated, usually from 114 µM), without a hit: top-dose activity change, negative = inhibition, usual class: inhibitors; AlphaScreen BAZ2B-H3K14Ac peptide displacement; AID 504333, 2011; 4.4% of 360,000 active; further: potency means the concentration at half of the fitted maximal effect; on the % scale 0 is the no-effect control and ±100 the full control effect; nearly all actives have a fitted effect of over 60% in size
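Protein-peptide AlphaScreen: BAZ2B 50 nM, b-H3K14Ac 50 nM, 1x PBS pH 7.4 + 0.01% Tween-20. Preincubation 30 min RT; cpd 30 min RT (top 110 uM); beads 20 min RT, light-protected.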
PI4K2A block – qHTS for small molecular inhibitors of PI4K2A; purified PI4K2A, ADP-Glo luminescence, 1 h; hits give low values; activity change, negative = inhibition, % at 76.9 µM; 0.13% of 420,000 active; AID 1346378, 2018; in the data active means activity change below about -50%; inconclusive means mostly about -30% to -49%;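 further: -100% = wells without enzyme as full effect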
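Compounds are screened against recombinant PI4K2A using PI as substrate and ATP, the latter dispensed at 300 microM. Reactions run one hour at ambient temperature before ADP-Glo detection; full inhibition defined by wells lacking enzyme.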
Pin1 inh – qHTS Assay to Find Inhibitors of Pin1; Potency, µM (doses to about 115 µM), for inactives: at the top dose activity, negative = inhibition, usual class: inhibitors; Pin1 FP peptide displacement, HiFluor488, 10 min; AID 504891, 2011; 0.009% of 390,000 active; Peptidyl-prolyl cis-trans isomerase NIMA-interacting 1 (Homo sapiens), Q13526; active means well fitted inhibition curve with a large enough effect in the polarisation, with a control signal flat, not every such curve was filed as active; inconclusive means small, poorly fitted or top-dose-only effect, or effect the other way, or a change in a side signal; inactive means no such curve, though single readings can be large or run the other way; the % refers to the polarisation; further: potency means the concentration at half of the fitted maximal effect; on the % scale 0 is the no-effect control and ±100 the full control effect
Target sequence (Q13526 whole entry, looked up): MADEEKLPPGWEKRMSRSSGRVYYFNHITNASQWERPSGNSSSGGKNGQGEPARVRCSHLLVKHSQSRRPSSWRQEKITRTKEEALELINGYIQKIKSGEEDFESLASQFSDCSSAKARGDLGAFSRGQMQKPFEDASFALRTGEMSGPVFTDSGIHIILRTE
Tb PGK inh – qHTS Assay to Find Inhibitors of Phosphoglycerate Kinase; Phosphoglycerate kinase, glycosomal (Trypanosoma brucei brucei), P07378; PGK/GAPDH coupled, Kinase-Glo luminescence, 60 min; Potency, µM (titrated, usually from 57.5 µM), inactives show top-dose activity change, negative = inhibition, usual class: inhibitors; 0.043% of 380,000 active; AID 602233, 2012; further: potency means the concentration at half of the fitted maximal effect; on the % scale 0 is the no-effect control and ±100 the full control effect; nearly all actives have a fitted effect of over 60% in size
Target sequence (P07378 whole entry, looked up): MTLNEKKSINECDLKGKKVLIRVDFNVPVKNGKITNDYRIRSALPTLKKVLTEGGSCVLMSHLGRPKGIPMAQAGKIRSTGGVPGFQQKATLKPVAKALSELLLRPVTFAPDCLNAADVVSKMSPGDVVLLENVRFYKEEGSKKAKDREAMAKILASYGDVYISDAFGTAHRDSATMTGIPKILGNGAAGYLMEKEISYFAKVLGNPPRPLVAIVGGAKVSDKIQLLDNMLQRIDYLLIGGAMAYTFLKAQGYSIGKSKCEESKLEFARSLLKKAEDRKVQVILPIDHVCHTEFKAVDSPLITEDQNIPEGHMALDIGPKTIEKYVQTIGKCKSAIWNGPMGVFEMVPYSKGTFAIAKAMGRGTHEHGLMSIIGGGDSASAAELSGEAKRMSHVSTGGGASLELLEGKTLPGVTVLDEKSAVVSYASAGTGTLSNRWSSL
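Luminescent ATP detection (Kinase-Glo Plus) follows a 60-minute room-temperature incubation, with wells lacking PGK as controls. Buffer: 100 mM TEA (pH 7.6), 5 mM MgCl2, 0.01% Tween-20. Coupling enzyme GAPDH (100 nM final) supplies unstable 1,3-BPG in-well.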
HP1b binding inh – HTS for Inhibitors of HP1-beta Chromodomain Interactions with Methylated Histone Tails; 0.56% of 390,000 active; AID 540317, 2011; AlphaScreen HP1-beta / biotin-H3K9me3 peptide binding; Potency, µM (doses to about 114 µM), without a hit: at the top dose activity change, negative = inhibition, most hits filed as inhibitors; further: potency means the concentration at half of the fitted maximal effect; nearly all actives have a fitted effect of over 70% in size; inactives centre near 23
Target sequence (P83916 whole entry, looked up): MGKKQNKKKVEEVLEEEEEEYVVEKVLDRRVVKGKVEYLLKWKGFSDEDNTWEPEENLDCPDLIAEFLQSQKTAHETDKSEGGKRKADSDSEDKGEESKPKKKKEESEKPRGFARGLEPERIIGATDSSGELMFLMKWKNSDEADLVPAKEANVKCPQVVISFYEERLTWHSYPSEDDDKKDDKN
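Compound inhibition of the preformed complex between 50 nM HP1-beta and 50 nM biotinylated H3K9me3 peptide was read by AlphaScreen. Buffer was PBS pH 7.4 with 0.01% Tween-20. Incubations ran 30 min at room temperature, with 10 ug/mL donor/acceptor beads.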
GLS inh – qHTS for Inhibitors of Glutaminase (GLS) | 0.21% of 410,000 active | Potency, µM (series often up to 45.5 µM), for the others: at the highest dose activity change, negative = inhibition, hits mostly inhibitors | AID 624170, 2012 | Glutaminase kidney isoform, mitochondrial (Homo sapiens), O94925 | GLS enzymatic activity, qHTS titration; further: potency means the concentration at half of the fitted maximal effect; on the % scale 0 is the no-effect control and ±100 the full control effect
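Enzyme dispensed in phosphate buffer (45 mM, pH 8.2, 0.02% Tween-20), compounds pinned in, then 1 mM L-glutamine solution and the glutamate oxidase–HRP–Amplex Red mix added; fluorescence read immediately and again after 30 min at room temperature.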
* hit, by the source's call; & = joins results of further samples; [ ] = dose if it differs, or a comment. Unless noted, the call rests on the fitted dose curve; in most records, active means well fitted curve in the direction sought with a large enough effect; inconclusive means small, poorly fitted or top-dose-only effect, or another doubt; inactive means no such curve, though single readings can be large; an effect the other way counts as inactive or inconclusive. This is a subset, so the mix of outcomes need not match the whole.

For CSc1ccc(/C=C(\C(=O)O)c2ccc(S(=O)(=O)N3CCCCC3)s2)cc1 the results were Pol eta inh inconclusive, JMJD2A Tudor inh inconclusive, G9a inh inconclusive, BAZ2B inh inconclusive, PI4K2A block 0, Pin1 inh inconclusive, HP1b binding inh 20% and GLS inh 14%.
O=C(O)CCC(=O)c1cccc2ccccc12 was read as Pol eta inh -4%, JMJD2A Tudor inh -12%, G9a inh 15%[59 µM], BAZ2B inh 9%, PI4K2A block -3, Pin1 inh 0%, Tb PGK inh -12%, HP1b binding inh 31% and GLS inh 2%.
Cc1cc(N)cc(C)c1-c1c(Br)cc(N)cc1Br was read as Pol eta inh -25%, JMJD2A Tudor inh -30%, PI4K2A block -3, Pin1 inh 0%, Tb PGK inh -1%, HP1b binding inh -7% and GLS inh 13%.
`O=C(COc1ccc2ccc(=O)oc2c1)NCCCN1CCCC1=O` gave Pol eta inh 10%, JMJD2A Tudor inh -3%, G9a inh 42%, BAZ2B inh -12%, PI4K2A block 2, Pin1 inh -6%, Tb PGK inh 4%, HP1b binding inh 30% and GLS inh -3%.
For CN(C)c1ccc(C(=O)OCC(=O)NC2CCCCC2)cc1 the results were Pol eta inh -1%, JMJD2A Tudor inh -13%[11.4 µM], G9a inh inconclusive, BAZ2B inh 8%, PI4K2A block 8, Pin1 inh 0%, Tb PGK inh -3%, HP1b binding inh -4% and GLS inh 0%.
Screening CCOC(=O)C1CCN(C(c2ccccc2)c2c(O)cc(C)n(Cc3ccco3)c2=O)CC1 (centres undefined) returned Pol eta inh -19%, JMJD2A Tudor inh -11%, G9a inh -49%[59 µM], BAZ2B inh -19%, PI4K2A block 2, Pin1 inh 8%, Tb PGK inh -7%, HP1b binding inh 40%[activator][57 µM] and GLS inh 1%.
Screening O=C(N=C1SC2CS(=O)(=O)CC2N1c1c(Cl)cccc1Cl)C1CC1 (centres undefined) returned Pol eta inh 7%, JMJD2A Tudor inh -15%, G9a inh 12%, BAZ2B inh -13%, PI4K2A block 0, Pin1 inh -10%, Tb PGK inh -3%, HP1b binding inh 15% and GLS inh 3%.
Cc1cc(C)cc(NC(=O)c2cc(S(=O)(=O)N3CCc4ccccc43)cn2C)c1 was read as Pol eta inh -12%, JMJD2A Tudor inh -16%, G9a inh -23%[59 µM], BAZ2B inh inconclusive, PI4K2A block -2, Pin1 inh -1%, Tb PGK inh 4%, HP1b binding inh 11% and GLS inh -15%.
For CCOC(=O)c1[nH]c(C)c(CCC(=O)Nc2cc(Cl)ccc2C)c1C the results were Pol eta inh 2%, JMJD2A Tudor inh -8%, G9a inh 6%[59 µM], BAZ2B inh 9%, PI4K2A block 2, Pin1 inh 4%, Tb PGK inh 0%, HP1b binding inh 15%[57 µM] and GLS inh 2%.
For CN(Cc1nc(-c2cnccn2)no1)Cc1n[nH]c2c1CCCCC2 the results were Pol eta inh -12%, JMJD2A Tudor inh 5%[11.4 µM], G9a inh -20%, BAZ2B inh -19%, PI4K2A block -2, Pin1 inh -7%, Tb PGK inh inactive, HP1b binding inh 12% and GLS inh 1%.
For Nn1c(SCC(=O)N2CCCC2)nnc1-c1cccs1 the results were Pol eta inh 1%, PI4K2A block -5, Tb PGK inh -6% and GLS inh -1%.
For O=C(CC(C(=O)O)P(=O)(c1ccccc1)c1ccccc1)c1ccc(Br)cc1 (centres undefined) the results were Pol eta inh 4%, JMJD2A Tudor inh -5%, G9a inh inconclusive, BAZ2B inh -3%, PI4K2A block -11, Pin1 inh 7%, Tb PGK inh 5%, HP1b binding inh 22% and GLS inh 1%.
CC(C)CNC(=O)CSc1nnc(-c2cccc(S(=O)(=O)N3CCCCC3)c2)o1 was read as Pol eta inh -6%, JMJD2A Tudor inh -5%, G9a inh -11%, BAZ2B inh -3%, PI4K2A block 2, Pin1 inh 4%, Tb PGK inh 9%, HP1b binding inh 35%[activator] and GLS inh -1%.
`O=C(NCCN1C(=O)S/C(=C\c2ccc(Cl)cc2Cl)C1=O)C1=COCCO1` gave Pol eta inh -1%, JMJD2A Tudor inh -11%, G9a inh -34%, BAZ2B inh 8%, PI4K2A block 2, Pin1 inh 0%, Tb PGK inh -1%, HP1b binding inh 18% and GLS inh -3%.
CN(Cc1ccccc1)C(=O)COC(=O)CCN1C(=O)C2CC=CCC2C1=O (centres undefined) was read as Pol eta inh -10%, JMJD2A Tudor inh -18%, G9a inh 23%[12.7 µM], BAZ2B inh 6%, PI4K2A block 7, Pin1 inh 3%, Tb PGK inh -1%, HP1b binding inh 26% and GLS inh 0%.
COc1ccc(/C=C2\SC(=N)N(c3nccs3)C2=O)cc1OC was read as Pol eta inh inconclusive, JMJD2A Tudor inh inconclusive, G9a inh -17%, BAZ2B inh 0%, PI4K2A block -3, Pin1 inh inconclusive, Tb PGK inh -3%, HP1b binding inh 9% and GLS inh 19%.
For COCC(=O)N(CCc1ccc(OC)cc1)Cc1nc2ccccc2c(=O)[nH]1 the results were Pol eta inh 1%, JMJD2A Tudor inh -2%[11.4 µM], G9a inh -1%[59 µM], BAZ2B inh 0%, PI4K2A block -1, Pin1 inh 1%, Tb PGK inh 7%, HP1b binding inh 59%[activator] and GLS inh 1%.
Screening C/C(=N\NS(C)(=O)=O)c1ccccc1 returned Pol eta inh -9%, JMJD2A Tudor inh 11%, G9a inh 3%[59 µM], BAZ2B inh 11%, PI4K2A block -5, Pin1 inh -7%, Tb PGK inh 1%, HP1b binding inh 14% and GLS inh 17%.
For COc1cc2c(cc1C=O)OC(C)C2 (centres undefined) the results were Pol eta inh 1%, JMJD2A Tudor inh -12%, G9a inh -4%[59 µM], BAZ2B inh -22%, PI4K2A block 3, Pin1 inh -7%, Tb PGK inh -10%, HP1b binding inh 30% and GLS inh 3%.
`O=C(CNC(=O)N1CC(=O)Nc2ccccc21)NCc1ccccc1` gave Pol eta inh -16%, JMJD2A Tudor inh -8%, G9a inh 1%, BAZ2B inh -4%, PI4K2A block -3, Pin1 inh -4%, Tb PGK inh -8%, HP1b binding inh 21% and GLS inh 4%.
Screening CCOC(=O)CCc1c(C)nc2cc(-c3ccc(Cl)cc3)[nH]n2c1=O returned Pol eta inh -8%, JMJD2A Tudor inh 4%, G9a inh -1%[12.7 µM], BAZ2B inh 5%, PI4K2A block 4, Pin1 inh 5%, Tb PGK inh inactive, HP1b binding inh 33% and GLS inh -11%.
CC1CCCCC1NC(=O)COC(=O)c1ccc2ncsc2c1 (centres undefined) was read as Pol eta inh -8%, JMJD2A Tudor inh inconclusive, G9a inh 4%[12.7 µM], BAZ2B inh -20%, PI4K2A block -5, Pin1 inh -2%, Tb PGK inh 2%, HP1b binding inh -2% and GLS inh 5%.
Screening CC(=O)Cn1c2ccccc2n2nc(CCC(=O)O)c(=O)nc12 returned Pol eta inh -21%, JMJD2A Tudor inh 0%, G9a inh 9%[12.7 µM], BAZ2B inh -18%, PI4K2A block -10, Pin1 inh -2%, Tb PGK inh -8%, HP1b binding inh 43%[activator] and GLS inh 0%.
`O=C(CSc1nnc(-c2ccccc2)o1)Nn1cnnc1` gave Pol eta inh -6%, JMJD2A Tudor inh -6%, G9a inh inconclusive, BAZ2B inh -1%, PI4K2A block -3, Pin1 inh 1%, Tb PGK inh inactive, HP1b binding inh 13% and GLS inh 12%.
Cc1c(C(=O)O)c(=S)sn1CCOc1ccccc1 was read as Pol eta inh -14%, JMJD2A Tudor inh 20%[11.4 µM], G9a inh -50%[59 µM], BAZ2B inh -38%, PI4K2A block -4, Pin1 inh 0%, Tb PGK inh -1%, HP1b binding inh 7% and GLS inh 1%.
`Cc1cc(C)cc(NC(=S)NCc2cccs2)c1` gave Pol eta inh -13%, JMJD2A Tudor inh -13%, G9a inh 5%[59 µM], BAZ2B inh -21%, PI4K2A block -1, Pin1 inh -3%, Tb PGK inh -2%, HP1b binding inh 15% and GLS inh 16%.
Screening CC1CCN(c2ccc(NC(=O)Cc3ccccc3)cc2)CC1 returned Pol eta inh -8%, JMJD2A Tudor inh -18%, BAZ2B inh -4%, PI4K2A block -2, Pin1 inh 1%, Tb PGK inh -5%, HP1b binding inh 35% and GLS inh -8%.
Screening CCOc1ccc(S(=O)(=O)NCc2ccccc2Cl)cc1C(N)=O returned Pol eta inh -2%, JMJD2A Tudor inh 8%[57.1 µM], G9a inh 1%, BAZ2B inh -10%, PI4K2A block 0, Pin1 inh 0%&3%, Tb PGK inh -8%, HP1b binding inh 17%[57 µM] and GLS inh -9%.
